# Source: PubChem BioAssay
# NF-kB neuron act = compounds increasing NF-kB expression in human neuronal cells. 1.6% of 190,000 active. fold change at 12.5 µM. AID 1239. NF-kB reporter expression; hits give high values; in the data active = fold change above about 3.3
# STAT1 activator = increases IFN-gamma driven STAT1 reporter signal; 2.6% of 200,000 active; NIH 3T3 STAT1-luciferase reporter, luminescence; 100% = IFN-gamma alone, no compound; activation (% of control), % at 5.5 µM; AID 932;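 active = activation above the screen-wide mean activation plus 3 SD, cut at about 130% in these data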;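 note: raw ratio to IFN-gamma control signal so 100% means no change and 0% no light; values of inactives mirror those of a sister screen read the other way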
# APP transl inh = APP translation inhibition; SH-SY5Y APP 5'UTR-luciferase reporter, luminescence; 0.82% of 190,000 active; inhibition, % at 2 µM; AID 1285;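 active = inhibition above a set limit, derived from the sample mean plus 3 SD, cut at about 45% in these data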; note: values of inactives mirror those of a sister screen read the other way
# STAT1 inh = inhibitors of IFN-gamma induced STAT1 signaling | AID 920 | inhibition, % at 5.5 µM | 0.35% of 200,000 active | NIH 3T3 STAT1-luciferase reporter, luminescence;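 active = inhibition above a set limit, the mean inhibition across all tested compounds plus 3 SD, cut at about 34% in these data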;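 note: 0% = IFN-gamma with DMSO and 100% = IFN-gamma with 300 µM nifuroxazide; values of inactives mirror those of a sister screen read the other way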
# STAT3 blocker = STAT3 signaling inhibition; U3A cells, IL-6 STAT3-luciferase reporter, luminescence; host cell line lacks STAT1; inhibition, % at 5.5 µM; 0.89% of 190,000 active; AID 862;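 active = inhibition above the mean inhibition across all screened compounds plus 3 SD, cut at about 44% in these data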;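 note: 0% = DMSO only wells and 100% = 100 µM nifuroxazide control wells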
# ROMK primary = human ROMK K+ channel modulation, primary screen; Tet-inducible ROMK, thallium flux fluorescence; actives lie on both sides; B-score at 10 µM; 2% of 130,000 active;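 active = signal ratio slope over the read window, or its plate-corrected B-score, at least 3 SD from the plate mean, either direction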;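 note: B-score of the F/F0 ratio slope over 7 to 12 s after thallium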
# Target sequence (P48048 whole entry, looked up): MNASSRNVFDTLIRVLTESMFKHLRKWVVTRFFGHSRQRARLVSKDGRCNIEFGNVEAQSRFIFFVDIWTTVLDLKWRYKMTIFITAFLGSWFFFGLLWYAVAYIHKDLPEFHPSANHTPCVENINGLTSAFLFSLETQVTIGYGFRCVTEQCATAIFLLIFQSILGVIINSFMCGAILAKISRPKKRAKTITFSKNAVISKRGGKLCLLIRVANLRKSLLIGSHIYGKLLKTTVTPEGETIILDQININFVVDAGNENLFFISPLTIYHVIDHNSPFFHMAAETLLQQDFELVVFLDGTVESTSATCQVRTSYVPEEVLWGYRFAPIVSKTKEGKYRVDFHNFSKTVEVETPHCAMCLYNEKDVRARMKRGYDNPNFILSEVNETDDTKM
# APP 5'UTR act = APP 5'UTR luciferase reporter activation | 1% of 190,000 active | SH-SY5Y APP 5'UTR luciferase reporter, luminescence; zero percent = DMSO vehicle wells | activation, % at 2 µM | AID 1276;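 active = activation above a set limit, based on mean plus 3 SD of controls, cut at about 140% in these data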; note: values of inactives mirror those of a sister screen read the other way
# STAT3 activator = increases IL-6 driven STAT3 reporter signal | U3A cells, IL-6 STAT3-luciferase reporter, luminescence; 100% = signal with IL-6 EC80 alone | activation (% of control), % at 5.6 µM | 0.91% of 190,000 active | AID 871;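 active = activation above the screen-wide mean of compound activation plus 3 SD, cut at about 130% in these data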;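 note: 0% = background luminescence of wells with medium and substrate only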
#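 Material: STAT3-luciferase reporter U3A cells; Probe or stimulus: IL-6 (33 ng/mL); Incubation: compound pre-incubation 1 h before IL-6, then 6 h stimulation at 37 °C; Technique: luminescence from STAT3-driven luciferase reporter; Evaluation: % activation versus median of IL-6-stimulated wells; Controls: IL-6-only high control.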
# FLuc stim CS = affects firefly luciferase, flagging false hits in luciferase stimulation screens | P08659 | ATPlite luciferase biochemical, luminescence, 10 min; 0 = ATP-free wells, 1 = DMSO control | activation factor at 10 µM | 200,000 tested, under 10 active | AID 1027;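 active = luciferase activation factor, scaled between plate controls, of at least 2 with compound at 10 µM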
# Target sequence (P08659 whole entry, looked up): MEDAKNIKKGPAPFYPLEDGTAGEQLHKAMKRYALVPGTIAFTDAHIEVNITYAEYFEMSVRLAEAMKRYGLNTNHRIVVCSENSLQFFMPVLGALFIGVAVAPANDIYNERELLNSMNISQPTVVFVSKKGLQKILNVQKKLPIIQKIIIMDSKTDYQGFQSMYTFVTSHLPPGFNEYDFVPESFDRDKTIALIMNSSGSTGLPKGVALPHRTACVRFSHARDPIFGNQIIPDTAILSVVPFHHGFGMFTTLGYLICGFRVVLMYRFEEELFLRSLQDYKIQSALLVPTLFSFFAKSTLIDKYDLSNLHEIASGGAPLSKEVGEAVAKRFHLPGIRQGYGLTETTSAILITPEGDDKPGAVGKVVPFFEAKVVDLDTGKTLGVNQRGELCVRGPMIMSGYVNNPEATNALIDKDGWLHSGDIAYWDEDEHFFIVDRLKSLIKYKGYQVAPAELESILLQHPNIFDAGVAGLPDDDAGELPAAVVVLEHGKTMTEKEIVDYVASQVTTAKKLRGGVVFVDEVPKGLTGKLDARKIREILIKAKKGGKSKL
#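 assay system = Luciferase/luciferin detection reagent, cell-free biochemical luciferase assay | also added = ATP substrate | times = 10 min post-reagent at room temperature | measured by = luminescence from luciferase reaction | measure = luciferase activation, seen as luminescence increase over controls | benchmarks = low control with PBS replacing ATP, high control enzyme plus ATP without compound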
# FLuc inhib CS = Photinus pyralis luciferase inhibition counter-screen; P08659; inhibition, % at 10 µM; 1.5% of 200,000 active; ATPLite firefly luciferase biochemical luminescence, 10 min;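 active = inhibition above about 50% when tested at 10 µM, limit read from the data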
# * hit, by the source's call; nt = no result given.
SMILES,NF-kB neuron act,STAT1 activator,APP transl inh,STAT1 inh,STAT3 blocker,ROMK primary,APP 5'UTR act,STAT3 activator,FLuc stim CS,FLuc inhib CS
COC(=O)[C@@]1(Cc2ccc(F)cc2)[C@H]2c3cc(C(=O)N(C)C)n(CCc4ccc(OC)c(Br)c4)c3C[C@H]2CN1C(=O)c1ccccc1,0.67,102,15,-3,-10,-3.8*,-15,106,1.1,-7
CC(C)N(C(=S)NCc1ccccc1)c1ccccc1,0.91,96,-7,3,-3,0.79,7,108,1.1,-6
COc1ccc(-c2nn3c(-c4ccco4)nnc3s2)cc1OC,0.52,114,0,-15,-3,nt,0,110,1,-4
CC12CCC(C(=O)Nc3ccccc3Cl)(C(Br)C1=O)C2(C)C (configuration not stated),1.1,99,-9,1,2,-1.2,9,102,1,-3
CCC(=O)Nc1cccc(NC(=S)NC(=O)c2ccccc2)c1,2.5,151*,-45,-57,-12,nt,45,112,0.8,15
CN(C)c1ccnc2sc(C(=O)NCc3ccccc3)c(N)c12,1.4,118,-12,-20,24,nt,12,82,1.1,-10
CCCc1cc2c(=O)c(-c3ccc4c(c3)OCCO4)c(C)oc2cc1OS(C)(=O)=O,1.9,100,0,-1,13,nt,0,96,1,4
CN(Cc1c(F)cccc1Cl)c1ccc(S(=O)(=O)N2CCOCC2)cn1,1.3,97,0,3,1,-0.044,0,104,1,0
N=c1sccn1CC(=O)NCCc1ccc(Cl)cc1,1,104,-16,-4,7,nt,16,101,1.1,-7
CCOC(=O)c1[nH]c2cc(OC)c(OC)cc2c1NC(=O)CN1CCN(C)CC1,0.91,95,-2,5,-6,0.11,2,107,1.1,-9
CC(=O)Nc1ccc(S(=O)(=O)NCCc2cc3c(C)ccc(C)c3[nH]c2=O)cc1,1,97,-13,0,-3,nt,13,101,1.1,-5
CC(=O)Nc1cc(S(=O)(=O)Nc2cccc(C)c2)c(C)cc1C,0.89,91,7,10,12,nt,-7,98,1,-2
COc1cccc(/C=N/NC(=O)CSc2ccccc2C)c1OC,1,107,11,-8,0,0.98,-11,104,1,-3
CCN(CC)S(=O)(=O)c1ccc(C)c(NC(=O)COc2ccc(Br)cc2Cl)c1,1.4,100,7,0,19,nt,-7,86,1,-1
O=Cc1cn(CC(=O)Nc2ccc(F)cc2)c2ccccc12,1.1,86,20,14,13,nt,-20,90,1.1,-11
COc1ccccc1NC(=O)CSc1nnnn1C,1.1,98,2,2,-7,0.17,-2,110,1.1,-7
O=C(NCCCN1CCC(Cc2ccccc2)CC1)C1CCN(S(=O)(=O)N2CCOCC2)CC1,1,103,5,-3,-2,-0.79,-5,104,1.1,-10
CC(Cl)c1cc(-c2ncc(C(F)(F)F)cc2Cl)no1 (configuration not stated),1.3,111,-15,-14,28,-0.17,15,83,1,3
O=C(CCc1nnc(CCCCc2ccccc2)o1)NCCn1cccn1,1,93,-14,7,1,0.18,14,104,1.1,-5
O=C(O)c1cccc(NN=C2c3ccccc3-c3ccccc32)c1,1.2,105,-24,-7,2,0.99,24,105,1,-2

# Structural class: the entries above with an NH in an aromatic ring
SMILES,NF-kB neuron act,STAT1 activator,APP transl inh,STAT1 inh,STAT3 blocker,ROMK primary,APP 5'UTR act,STAT3 activator,FLuc stim CS,FLuc inhib CS
CCOC(=O)c1[nH]c2cc(OC)c(OC)cc2c1NC(=O)CN1CCN(C)CC1,0.91,95,-2,5,-6,0.11,2,107,1.1,-9
CC(=O)Nc1ccc(S(=O)(=O)NCCc2cc3c(C)ccc(C)c3[nH]c2=O)cc1,1,97,-13,0,-3,nt,13,101,1.1,-5

# 5 entries already listed, arranged by the number in APP 5'UTR act, ascending:
Structure	NF-kB neuron act	STAT1 activator	APP transl inh	STAT1 inh	ROMK primary	APP 5'UTR act	STAT3 activator	FLuc stim CS
COC(=O)[C@@]1(Cc2ccc(F)cc2)[C@H]2c3cc(C(=O)N(C)C)n(CCc4ccc(OC)c(Br)c4)c3C[C@H]2CN1C(=O)c1ccccc1	0.67	102	15	-3	-3.8*	-15	106	1.1
CCN(CC)S(=O)(=O)c1ccc(C)c(NC(=O)COc2ccc(Br)cc2Cl)c1	1.4	100	7	0	nt	-7	86	1
COc1ccccc1NC(=O)CSc1nnnn1C	1.1	98	2	2	0.17	-2	110	1.1
CC12CCC(C(=O)Nc3ccccc3Cl)(C(Br)C1=O)C2(C)C (configuration not stated)	1.1	99	-9	1	-1.2	9	102	1
CN(C)c1ccnc2sc(C(=O)NCc3ccccc3)c(N)c12	1.4	118	-12	-20	nt	12	82	1.1

# Following part
SMILES,NF-kB neuron act,STAT1 activator,APP transl inh,STAT1 inh,STAT3 blocker,ROMK primary,APP 5'UTR act,STAT3 activator,FLuc stim CS,FLuc inhib CS
Cn1ccnc1C(O)c1cc(C(C)(C)C)c(O)c(C(C)(C)C)c1 (configuration not stated),0.9,103,9,-4,-1,-1.1,-9,103,1,1
O=[N+]([O-])c1cccc(S(=O)(=O)N/N=C/c2ccc(O)cc2)c1,0.84,102,6,-4,0,0.043,-6,110,1,-4
Cc1c(NC(=O)NCc2ccccc2)c(=O)n(-c2ccccc2)n1C,0.99,102,17,-3,7,nt,-17,99,1,-4
COc1ccc(CNc2nc3c(c(=O)n(Cc4ccc(F)cc4)c(=O)n3C)n2C)cc1,0.33,94,5,6,20,0.037,-5,87,1,-5
CC1=NN(C(=O)c2c(Br)cnn2C)C(O)(C(F)(F)F)C1 (configuration not stated),1.1,96,-15,4,7,nt,15,96,1.1,-5
COc1ccc(NC(=O)CCSc2ccc(C)cc2)cc1S(=O)(=O)Nc1ccccc1Cl,0.77,95,8,5,8,nt,-8,93,1,-2
CS(=O)(=O)N(CCc1ccccc1)CC(=O)N1CCN(c2ccc(F)cc2)CC1,nt,111,-8,-1,15,nt,8,90,1,-4
CCOC(=O)Cc1ccc(NS(=O)(=O)c2ccc(SC)cc2)cc1,1.1,95,-4,5,8,nt,4,95,1,-4
O=C(Nc1ccccc1F)C1CCCN(S(=O)(=O)c2ccccc2)C1 (configuration not stated),0.96,98,1,1,16,0.82,-1,95,1,-4
COc1cccc(-c2nc3sc4c(c3c(=O)[nH]2)CCCCC4)c1,1.8,110,-184,-11,-6,0.4,184*,106,0.6,45
Cn1cccc1CC(=O)NNC(=O)Nc1ccc(F)cc1,0.99,100,-14,0,7,0.017,14,97,1.1,-5
CCNS(=O)(=O)c1cc(S(C)(=O)=O)ccc1Cl,1.3,101,9,-1,6,nt,-9,98,1,-1
CCn1c(SCc2nc3ccccc3[nH]2)nnc1-c1cccs1,1.1,83,-4,19,15,-1.1,4,88,1,2
COc1ccc(NC(=O)Nc2nnc(N3CCC(C)CC3)s2)cc1OC,1.3,102,27,-2,-3,-0.3,-27,103,1,2
Cc1ccc(C)c(OCC(=O)NCCN(C)C)c1,0.95,101,-1,-1,5,1.4,1,101,1.1,-5
COc1ccc(C(C(=O)NC(C)(C)C)N(C(=O)CNC(=O)c2cccs2)c2ccc(C)cc2)cc1OC (configuration not stated),1,93,-14,8,7,nt,14,99,1.1,-8
Cc1csc(NC(=O)CSc2ccc(-c3ccccc3)nn2)n1,1.2,100,0,0,-9,-0.6,0,116,1,0
Cn1c(Oc2ccc(F)cc2F)c(C=O)c2ccccc21,0.95,95,8,3,10,-0.78,-8,96,1,-3
Cc1ccc(NC(=O)c2snc3ccc(Cl)cc23)cc1C,1.7,130*,-92,-34,-14,0.11,92,116,1,0
O=C1CC(C(=O)O)S/C(=N\NC(=O)c2ccccc2)N1 (configuration not stated),1,104,-14,-5,4,nt,14,105,1,3

# Sorted by SMILES length (rising): three of the compounds above.
SMILES,NF-kB neuron act,STAT1 activator,APP transl inh,STAT1 inh,STAT3 blocker,ROMK primary,APP 5'UTR act,STAT3 activator,FLuc stim CS,FLuc inhib CS
CCn1c(SCc2nc3ccccc3[nH]2)nnc1-c1cccs1,1.1,83,-4,19,15,-1.1,4,88,1,2
CC1=NN(C(=O)c2c(Br)cnn2C)C(O)(C(F)(F)F)C1 (configuration not stated),1.1,96,-15,4,7,nt,15,96,1.1,-5
COc1ccc(C(C(=O)NC(C)(C)C)N(C(=O)CNC(=O)c2cccs2)c2ccc(C)cc2)cc1OC (configuration not stated),1,93,-14,8,7,nt,14,99,1.1,-8

# Continued:
SMILES,NF-kB neuron act,STAT1 activator,APP transl inh,STAT1 inh,STAT3 blocker,ROMK primary,APP 5'UTR act,STAT3 activator,FLuc stim CS,FLuc inhib CS
CC(=O)c1cccc(CN2CCN(Cc3ccc(F)cc3)C(CCO)C2)c1 (configuration not stated),1.1,102,-21,-2,7,0.11,21,99,1,-1
O=C(N/N=C/c1cc(Br)cc(Br)c1O)c1cccc(N2CCCC2=O)c1,1.3,96,11,3,2,0.035,-11,102,1,-1
COc1cccc(NS(=O)(=O)c2ccc3[nH]cc(C(=O)NCCC(C)C)c(=O)c3c2)c1,0.81,94,nt,7,14,nt,nt,93,1,-4
O=C(Nc1nccs1)c1ccc(CSc2nnnn2-c2ccccc2)cc1,1.1,105,-5,-6,12,-1.2,5,93,0.7,27
COc1ccc(C(=O)/C(=C\c2ccco2)N2C=CC=CC2=C(C#N)C#N)cc1,0.18,110,84*,-11,4,nt,-84,105,1,0
COc1cc(/C=N/NC(=O)c2ccc(CSc3nc4ccccc4[nH]3)cc2)ccc1O,0.57,107,14,-8,6,0.84,-14,98,1.1,-6
CCN1CCN(CCNC(=O)c2ccc(CS(=O)(=O)c3c(Cl)cccc3Cl)o2)CC1,0.99,93,0,8,7,nt,0,101,1,-3
COCCCNC(=O)c1ccc2c(c1)ncn2-c1ccccc1OC,1,96,-6,3,6,0.76,6,101,1,-1
Cn1nnnc1SCC(=O)N(C1CCCCC1)C1CCS(=O)(=O)C1 (configuration not stated),1.1,100,0,-1,4,1,0,103,1,1
O=C(COc1ccccc1)NCC(=O)Nc1ccc(S(=O)(=O)NCc2ccco2)cc1,1,102,-7,-2,-9,0.1,7,113,1.1,-8
Cc1ccc(CNC(N)=S)cc1,0.92,92,nt,9,2,-0.24,nt,97,1.1,-8
C=CCc1cccc(CNc2nc3ccccc3n2CCC)c1O,0.75,91,6,10,11,0.7,-6,93,1,-1
O=C1CC(=O)C(n2cncn2)C(c2ccc(Cl)cc2)C1 (configuration not stated),1.3,111,-9,-12,-9,nt,9,112,1,-2
O=C(Cn1nc(-c2ccccc2)ccc1=O)Nc1ccc(NC(=O)c2ccccn2)cc1,1.6,114,3,-16,11,0.69,-3,94,1,-2
CCOCCCNC(=S)Nc1ccc2nc(N3CCCC3)cc(C)c2c1,0.83,100,7,0,-10,-0.8,-7,106,1,1
CCOc1ccc2nc(NC(=O)C3CCN(S(=O)(=O)c4cnc[nH]4)CC3)sc2c1,1.1,98,-1,2,6,nt,1,99,1.1,-9
Cc1cc(C)n(-c2nc3ccccc3c(=O)n2OC2CCCCC2)n1,1.2,104,14,-4,11,-0.13,-13,98,1,-4
O=C1c2ccccc2C(=O)N1OCc1cccc(Cl)c1,1.1,101,-4,-1,16,-0.56,4,91,1,4
COc1ccc(OC)c(NC(=O)CCN2CCC(C)CC2)c1,1.3,103,18,-3,2,nt,-19,102,1,-2
Cc1c(C(c2ccc(O)cc2)c2c(C)n(C)n(-c3ccccc3)c2=O)c(=O)n(-c2ccccc2)n1C,1.3,94,-12,5,15,0.048,12,94,1,0
